LDHA block = LDHA (human) enzyme inhibition; P00338; activity change, % (values are at about 110 or 230 µM); purified LDHA, NADH/diaphorase-resazurin fluorescence; active compounds read low; 480,000 compounds, 0.15% hits; AID 1347041; in the data active = activity change below about -30%; inconclusive = mostly about -25% to -30%;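 also: plate controls were DMSO wells for no effect and wells without enzyme for full effect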
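Enzyme activity of human lactate dehydrogenase 5 (2 nM; 0.06 mM NADH, 0.2 mM pyruvate, 5 min, RT) is measured via a resazurin/diaphorase fluorescence readout of residual NADH.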
Vif-A3F inh = inhibitors of Vif-A3F interaction; AID 602313; Potency, µM (doses to about 46.1 µM), without a hit: top-dose activity, negative = active; HeLa A3F-eYFP + Vif (tagged APOBEC3F with the HIV-1 protein that degrades it), YFP fluorescence increase; 390,000 compounds, 0.2% hits; also: potency is read from the fitted curve at half-maximal effect; % of control where 0% means no effect; nearly all actives have a fitted effect of over 65% in size
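HeLa cells stably expressing A3F-eYFP plus Vif, plated and incubated overnight at 37 deg C, then exposed to compounds overnight at 37 deg C. Blocked degradation read as raised yellow fluorescence (Ex 488/Em 500-530).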
Vif-A3G inh = blocks the Vif interaction with human APOBEC3G. Q9HC16. HeLa A3G-eYFP + Vif (tagged APOBEC3G with the HIV-1 protein that degrades it), YFP fluorescence, overnight. Potency, µM (top dose mostly 46.1 µM), inactives show at the highest dose activity, negative = active, hits mostly inhibitors. 410,000 compounds, 0.076% hits. AID 602310;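 also: potency is read from the fitted curve at half-maximal effect; % is scaled to controls: 0 for no effect and ±100 for the full control effect; nearly all actives have a fitted effect of over 60% in size; hits raise eYFP signal because A3G escapes Vif-driven loss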
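HeLa cells stably expressing Vif and C-terminally eYFP-tagged A3G, seeded overnight at 37 deg C, then exposed to compound by pintool overnight at 37 deg C. Rise in yellow fluorescence (Ex 488/Em 500-530, Acumen) marks blocked Vif-driven A3G degradation.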
mIDH1 inhibitor = inhibitors of human mutant IDH1 R132H | IDH1-R132H enzyme, NADPH consumption, diaphorase/resazurin fluorescence | Potency, µM (highest dose often 76.6 µM), inactives show top-dose activity change, negative = inhibition, usual class: inhibitors | 390,000 compounds, 0.093% hits; also: potency is read from the fitted curve at half-maximal effect; % is scaled to controls: 0 for no effect and ±100 for the full control effect; nearly all actives have a fitted effect of over 65% in size
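IDH1-R132H (0.5 ug/mL dispensed) in pH 7.5 Tris buffer was preincubated 30 min with compound, then given a substrate mix of 0.016 mM NADPH and 2 mM alpha-KG for 80 min at room temperature; remaining NADPH was read by diaphorase/resazurin fluorescence.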
GRP78 ERSR act = ER stress response induction in glioma; U87-MG GRP78 promoter luciferase reporter, 16 h; Potency, µM, for inactives: at the highest dose activation, most hits filed as activators; 420,000 compounds, 0.02% hits; AID 602332; also: potency is read from the fitted curve at half-maximal effect; series mostly up to about 76 µM; % of control where 0% means no effect; nearly all actives have a fitted effect of over 35% in size
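Stably transfected U87-MG glioma cells carrying a GRP78-based luciferase sensor; 16 h compound incubation. Luminescence end-point read 10 min after Bright-Glo addition at room temperature.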
TrxR1 substrate = is turned over as a substrate by rat TrxR1. O89049. purified TrxR1 substrate turnover, NADPH consumption readout. Potency, µM (top dose mostly 114 µM), inactives show top-dose activity change, negative = substrate turnover. 390,000 compounds, 0.01% hits; also: potency is read from the fitted curve at half-maximal effect; % is scaled to controls: 0 for no effect and ±100 for the full control effect; nearly all actives have a fitted effect of over 50% in size
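Rat TrxR1, dispensed at 90 nM, was prereduced with 400 uM NADPH (final) for 5 min at ~22 deg C, then incubated with compound 15 min before 400 uM selenite. A first-read NADPH fluorescence drop versus no-compound background flagged substrates.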
rTrxR1 inhibitor = blocks rat thioredoxin reductase 1; Potency, µM (top dose mostly 114 µM), inactives show top-dose activity change, negative = inhibition, actives largely listed as inhibitors; 390,000 compounds, 1% hits; recombinant rTrxR1, NADPH fluorescence consumption, selenite substrate; AID 588453; also: potency is read from the fitted curve at half-maximal effect; % is scaled to controls: 0 for no effect and ±100 for the full control effect; nearly all actives have a fitted effect of over 65% in size
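Rat TrxR1 (90 nM in the dispensed reagent) was pre-reduced with 400 uM NADPH for 5 min at room temperature, then incubated with compound for 15 min. After 400 uM selenite was added, NADPH fluorescence (Ex 340/Em 450 nm) was followed for 8 min.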
USP1 inh = blocks the human USP1/UAF1 deubiquitinase complex | O94782 | recombinant USP1/UAF1, Ub-Rhodamine cleavage fluorescence | Potency, µM (series often up to 57.1 µM), for inactives: at the top dose activity change, negative = inhibition, usual class: inhibitors | 390,000 compounds, 0.23% hits | AID 743255; also: potency is read from the fitted curve at half-maximal effect; % is scaled to controls: 0 for no effect and ±100 for the full control effect; nearly all actives have a fitted effect of over 60% in size; inactives centre near -12
Target sequence (O94782 whole entry, looked up): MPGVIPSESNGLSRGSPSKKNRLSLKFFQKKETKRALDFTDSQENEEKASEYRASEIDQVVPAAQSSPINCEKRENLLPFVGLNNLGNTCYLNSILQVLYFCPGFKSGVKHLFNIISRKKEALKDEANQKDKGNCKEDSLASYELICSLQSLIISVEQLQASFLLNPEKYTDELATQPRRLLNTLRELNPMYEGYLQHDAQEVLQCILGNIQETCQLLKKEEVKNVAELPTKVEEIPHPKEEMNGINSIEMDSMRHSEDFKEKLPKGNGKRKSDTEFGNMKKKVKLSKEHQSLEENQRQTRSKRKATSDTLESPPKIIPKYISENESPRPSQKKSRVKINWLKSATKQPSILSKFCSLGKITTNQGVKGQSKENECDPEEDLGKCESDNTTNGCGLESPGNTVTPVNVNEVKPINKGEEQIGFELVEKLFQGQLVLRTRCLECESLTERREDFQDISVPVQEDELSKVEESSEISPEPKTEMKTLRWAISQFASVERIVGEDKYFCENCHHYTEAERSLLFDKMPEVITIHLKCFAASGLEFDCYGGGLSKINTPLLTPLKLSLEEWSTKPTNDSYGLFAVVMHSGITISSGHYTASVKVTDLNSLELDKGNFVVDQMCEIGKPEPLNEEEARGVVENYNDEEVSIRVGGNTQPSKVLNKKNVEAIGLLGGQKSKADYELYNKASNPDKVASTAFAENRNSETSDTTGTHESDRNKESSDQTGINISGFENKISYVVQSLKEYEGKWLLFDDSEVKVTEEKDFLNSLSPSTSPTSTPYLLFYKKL
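In this screen, compounds sit with the deubiquitinase complex (1nM) for 15 min at room temperature before Ub-Rho is added at 150nM final. Fluorescence rise is then followed for 6 reads every 60 seconds.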
RGS4 inhibitor = inhibitors of human regulator of G protein signaling 4. P49798. Transcreener GDP fluorescence polarization, RGS4-accelerated GTP hydrolysis. Potency, µM (top dose mostly 114 µM), for inactives: top-dose activity change, negative = inhibition, hits mostly inhibitors. 390,000 compounds, 0.039% hits. AID 504845; also: potency is read from the fitted curve at half-maximal effect; % is scaled to controls: 0 for no effect and ±100 for the full control effect; nearly all actives have a fitted effect of over 75% in size; some results filed as inactive show a strong effect at the top dose
Target sequence (P49798 whole entry, looked up): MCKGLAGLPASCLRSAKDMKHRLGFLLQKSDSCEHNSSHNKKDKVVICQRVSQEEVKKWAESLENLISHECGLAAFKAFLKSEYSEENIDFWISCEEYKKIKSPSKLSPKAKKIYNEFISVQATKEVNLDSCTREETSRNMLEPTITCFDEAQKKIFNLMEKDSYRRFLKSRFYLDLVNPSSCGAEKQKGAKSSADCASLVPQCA
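MLSMR compounds (23 nl, pin-transferred) preincubated 10 min at room temperature with a 500nM (2x) first reagent, then RGS4 at 900nM (2x) plus Transcreener GDP mix added; fluorescence polarization (620/688 nm) read before and after 90 min at 30 °C.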
* hit, by the source's call; u = inconclusive; x = not tested or not shown; [ ] = another dose, or the depositor's remark. Unless noted, calls follow the shape of the dose curve; as a rule, active = well fitted curve in the direction sought with a large enough effect; inconclusive = small, poorly fitted or top-dose-only effect, or another doubt; inactive = no such curve, though single readings can be large; an effect the other way counts as inactive or inconclusive.

cpd	SMILES	Vif-A3F inh	USP1 inh	mIDH1 inhibitor	GRP78 ERSR act	rTrxR1 inhibitor	Vif-A3G inh	TrxR1 substrate	LDHA block	RGS4 inhibitor
1	CC(=O)c1coc2ccc(OCCN3CCCCC3)cc12	-14%	-12%	5%	-3%	18%	-1%	7%	2	29%
2	COc1ccc(Oc2nc(C)cc(C)c2C#N)cc1	2%	-12%	4%	-3%	5%	-1%	11%[57.1 µM]	2	-27%
3	O=C(CSc1nnc(-c2ccc(F)cc2)c2ccccc12)Nc1ccccc1Cl	18%	-5%	4%	-5%	8%[57.1 µM]	0%	4%[57.1 µM]	-4	23%
4	COc1ccc(-c2nnc(C3CCN(S(=O)(=O)c4cccc(Cl)c4)CC3)o2)cc1	-24%	-15%	-12%	-2%	19%	-5%	-1%	-2	-7%
5	CCCc1c(C)c2ccc(O)c(CN3CCN(c4ccc(F)cc4)CC3)c2oc1=O	2%	u	6%	-1%	u	-2%	74%[activator]	1	-1%
6	O=C(c1ccco1)N(Cc1ccccc1)Cc1ccccn1	4%	-24%	2%	-4%	8%[11.4 µM]	0%	-3%[11.4 µM]	-1	-8%
7	CCC(CC)NC(=O)c1ccccc1Oc1ccccc1	1%	-17%	2%	-5%	12%[57.1 µM]	-4%	14%[57.1 µM]	-6	-3%
8	CC(C)CN(CCC(=O)O)CC(C)C	2%	-11%	0%	2%	9%	2%	-3%	0	11%
9	CCOc1ccc(NC(=O)N(Cc2ccc(C)cc2)Cc2ccccn2)cc1	-13%	-22%	-9%	-4%	16%	-4%	-2%	2	-13%
10	COc1ccc(OC)c(CN2CCN(C(=O)c3cc4ccccc4cc3O)CC2)c1	-7%	-21%	1%	-3%	3%	-6%	3%	0	-25%
11	O=C(CCS(=O)(=O)c1ccccc1)N1CCCc2ccccc21	3%	-9%	-2%	0%	71µM*	1%	0%	-2	-4%
12	COC(=O)c1ccc(CNC(=O)C(C)N=C2NS(=O)(=O)c3ccccc32)cc1 (stereo not given)	-25%	-17%	2%	-3%	12%	4%	7%	0	4%
13	COc1ccc2c(c1)CCCC21NC(=O)N(CC(=O)NCc2cccs2)C1=O (stereo not given)	-1%	-32%	10%	-2%	29%	1%	15%	-7	23%
14	Cn1c(N)c(S(=O)(=O)c2ccc(Br)cc2)c2nc3ccccc3nc21	-14%	-12%	-2%	-4%	86%[activator][57.1 µM]	-3%	131%[activator][57.1 µM]	9	-7%
15	c1ccc(CN=C2Nc3ccccc3CS2)nc1	u	-17%	0%	-5%	-1%	-1%	-7%	-4	3%
16	Nc1nonc1C(=O)NCCNS(=O)(=O)c1ccc(Br)cc1	-19%	-20%	6%	-2%	-9%[11.4 µM]	-6%	6%[11.4 µM]	-1	8%
17	O=C1C(=O)N(C2CCN(C(=O)c3cccc(Cl)c3)CC2)CCN1Cc1ccc(F)cc1	-5%	-11%	0%	-1%	16%[57.1 µM]	-11%	5%[57.1 µM]	-7	1%
18	O=C(NC(NNc1ccc([N+](=O)[O-])cc1)(C(F)(F)F)C(F)(F)F)c1ccc(F)cc1	-1%	-19%	-1%	-3%	28µM*	-14%	-25%	-2	u
19	COc1cc2c(cc1OC)C(CSc1ccccc1C(=O)O)=NC(C)(C)C2	-2%	-11%	2%	-4%	-59%	-6%	13%[57.1 µM]	-3	-52%
20	Cc1cc(C(=O)Nc2ccccc2C(=O)O)ccc1NC(=O)COc1cccc(C)c1C	-4%	-11%	15%	-5%	14%	2%	-4%	-3	19%
21	CC(C)OC(=O)CSc1nnc(-c2cccnc2)n1Cc1ccccc1	10%	-4%	5%	-2%	10%	-11%	0%	0	4%
22	Cc1ccc(S(=O)(=O)Nc2cc(C(=O)Nc3cc(C)cc(C)c3)ccc2Cl)cc1	-8%	-23%	-2%	-3%	15%[57.1 µM]	0%	4%[57.1 µM]	1	7%
23	CCC(COC)NC(=O)c1ccc(OC)c(OC2CCN(C(C)=O)CC2)c1 (stereo not given)	-8%	-22%	1%	-5%	42%[activator]	-7%	16%	-4	20%
24	Cn1cc(CC(=O)N2CCN(c3ccc(Cl)cc3)CC2)c2ccccc21	-1%	-7%	0%	-5%	-4%[57.1 µM]	1%	-7%	6	14%
25	CCN1C(=O)c2ccccc2S(=O)c2ccc(C(=O)N3CCN(c4cccc(Cl)c4)CC3)cc21 (stereo not given)	3%	-19%	5%	0%	7%	-8%	5%	-4	-22%
26	COc1ccc(/C=C(/NC(=O)c2ccc(C)cc2)C(=O)NCc2ccncc2)cc1	-3%	-25%	0%	-4%	-9%	0%	-8%	1	4%[11.4 µM]
27	COCCCN1C(=O)C2C(C(=O)Nc3cc(C)cc(C)c3)C3C=CC2(O3)C1C(=O)NC1CCCCC1 (stereo not given)	3%	-1%	-5%	-5%	-36%	-6%	0%	-11	-2%
28	Cc1ccc(-c2c(C3C4C=CCCC4(C)C(=O)N3Cc3ccccc3)ccc3ccccc23)cc1 (stereo not given)	x	x	x	-5%	2%	2%	1%	x	5%
29	Cc1cc(C)c(NC(=O)COc2ccccc2C(=O)Nc2ccc3c(c2)oc2ccccc23)c(C)c1	2%	-2%	6%	-3%	1%	-1%	234%[activator]	-5	-19%
30	COc1cccc(CCC(=O)Nc2cc3c(cc2C(=O)O)OCCCO3)c1OC	0%	-22%	10%	3%	-4%	-4%	2%	-11	0%
31	S=c1[nH]nc(COc2ccc(Cl)cc2)n1Cc1ccco1	1%	-19%	-7%	3%	-17%[57.1 µM]	3%	-2%[57.1 µM]	-14	-14%
32	COc1ccc(NC2=C3CCCC=C3N(c3ccc(OC)cc3)C2=O)cc1	2%	-24%	-5%	-2%	5%	-1%	-7%	2	-34%
33	CCOC(=O)NC(NC(=S)Nc1ccc(OC)cc1)C(Cl)(Cl)Cl (stereo not given)	-5%	0%	13%	3%	9%[57.1 µM]	-2%	-7%[57.1 µM]	-4	26%
34	CC1CCCN(CC(=O)NC(=O)NC2CCCCC2)C1 (stereo not given)	-1%	-11%	3%	3%	21%	-1%	7%	0	1%
35	Cc1cc(N2CCCCC2)nc2ccccc12	3%	9%	-9%	3%	18%	0%	9%	-4	5%
36	O=C(CSc1nc2ccc([N+](=O)[O-])cc2s1)c1ccc2ccccc2c1	0%	0%	-7%	-1%	u	-6%	-3%	-10	-3%
37	CC(C)C(=O)Nc1cccc(C(=O)Nc2nnc(C(F)(F)F)s2)c1	-1%	-16%	10%	-2%	4%	1%	-11%	-4	4%
38	O=C(NC1c2ccccc2Oc2ccccc21)c1ccc([N+](=O)[O-])cc1	4%	5%	-4%	-2%	16%	-8%	3%	-2	6%
39	O=C(NCCN1CCOCC1)c1ccc(NS(=O)(=O)c2cccc([N+](=O)[O-])c2)cc1	2%	-1%	0%	-4%	-3%	0%	-7%	2	12%
40	Clc1ccccc1Cn1nc(-c2ccccc2)nc1-c1ccccc1	1%	-15%	-1%	2%	-15%	-2%	-8%	4	-9%
41	O=C(NNC(=O)c1ccc(Cl)s1)c1csc(N2CCOCC2)n1	-2%	-3%	-3%	2%	-8%[57.1 µM]	-2%	-2%[57.1 µM]	-7	1%

In another format: results already given
38: O=C(NC1c2ccccc2Oc2ccccc21)c1ccc([N+](=O)[O-])cc1
  Vif-A3F inh = 4%
  USP1 inh = 5%
  mIDH1 inhibitor = -4%
  GRP78 ERSR act = -2%
  rTrxR1 inhibitor = 16%
  Vif-A3G inh = -8%
  TrxR1 substrate = 3%
  LDHA block = -2
  RGS4 inhibitor = 6%
39: O=C(NCCN1CCOCC1)c1ccc(NS(=O)(=O)c2cccc([N+](=O)[O-])c2)cc1
  Vif-A3F inh = 2%
  USP1 inh = -1%
  mIDH1 inhibitor = 0%
  GRP78 ERSR act = -4%
  rTrxR1 inhibitor = -3%
  Vif-A3G inh = 0%
  TrxR1 substrate = -7%
  LDHA block = 2
  RGS4 inhibitor = 12%
40: Clc1ccccc1Cn1nc(-c2ccccc2)nc1-c1ccccc1
  Vif-A3F inh = 1%
  USP1 inh = -15%
  mIDH1 inhibitor = -1%
  GRP78 ERSR act = 2%
  rTrxR1 inhibitor = -15%
  Vif-A3G inh = -2%
  TrxR1 substrate = -8%
  LDHA block = 4
  RGS4 inhibitor = -9%
41: O=C(NNC(=O)c1ccc(Cl)s1)c1csc(N2CCOCC2)n1
  Vif-A3F inh = -2%
  USP1 inh = -3%
  mIDH1 inhibitor = -3%
  GRP78 ERSR act = 2%
  rTrxR1 inhibitor = -8%[57.1 µM]
  Vif-A3G inh = -2%
  TrxR1 substrate = -2%[57.1 µM]
  LDHA block = -7
  RGS4 inhibitor = 1%

From PubChem BioAssay

Only part of the results is shown (hit frequency here may not be typical).
